Assay outcomes: PubChem BioAssay, National Center for Advancing Translational Sciences (NCATS)
G9a block: inhibitors of human histone lysine methyltransferase G9a; 350,000 tested, 8.8% active; Potency, µM (top dose mostly 102 µM), for the others: at the top dose activity, negative = inhibition, most hits filed as inhibitors; AID 504332; Q96KQ7; G9a H3K9 monomethylation, AlphaScreen, 2 h; further: potency means the concentration at half of the fitted maximal effect; on the % scale 0 is the no-effect control and ±100 the full control effect; nearly all actives have a fitted effect of over 75% in size
Target sequence (Q96KQ7 913-1193 limits assumed): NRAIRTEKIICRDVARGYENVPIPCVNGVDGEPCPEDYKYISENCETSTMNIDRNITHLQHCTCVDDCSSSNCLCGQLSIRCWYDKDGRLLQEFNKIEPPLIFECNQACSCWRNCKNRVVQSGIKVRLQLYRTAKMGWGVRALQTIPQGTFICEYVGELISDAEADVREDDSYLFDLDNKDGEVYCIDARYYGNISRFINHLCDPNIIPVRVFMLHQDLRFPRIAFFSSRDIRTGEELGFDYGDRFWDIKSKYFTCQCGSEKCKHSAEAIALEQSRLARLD
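Chemiluminescent proximity detection of H3K9 monomethylation, read after 10 min bead incubation in the dark. Reaction: 20 nM G9a, 500 nM biotin-H3K9 peptide, 20 uM SAM cofactor, 2 h, room temperature, following 15 min enzyme-compound preincubation.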
Pin1 inh: human Pin1 inhibition; Q13526; Pin1 FP peptide displacement, HiFluor488, 10 min; Potency, µM (series often up to 115 µM), without a hit: at the top dose activity, negative = inhibition, usual class: inhibitors; 390,000 tested, 0.009% active; AID 504891; active means well fitted inhibition curve with a large enough effect in the polarisation, with a control signal flat, not every such curve was filed as active; inconclusive means small, poorly fitted or top-dose-only effect, or effect the other way, or a change in a side signal; inactive means no such curve, though single readings can be large or run the other way; the % refers to the polarisation; further: potency means the concentration at half of the fitted maximal effect; on the % scale 0 is the no-effect control and ±100 the full control effect
Target sequence (Q13526 whole entry, looked up): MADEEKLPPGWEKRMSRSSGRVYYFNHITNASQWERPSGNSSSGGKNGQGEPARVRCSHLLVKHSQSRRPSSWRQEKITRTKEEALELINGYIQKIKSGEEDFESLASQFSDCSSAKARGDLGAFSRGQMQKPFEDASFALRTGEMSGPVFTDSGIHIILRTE
POLH inh: DNA polymerase eta (human) inhibition; Q9Y253; recombinant Pol eta, fluorescent DNA replication assay; Potency, µM (doses to about 114 µM), inactives show top-dose activity change, negative = inhibition, most hits filed as inhibitors; 390,000 tested, 1.2% active; further: potency means the concentration at half of the fitted maximal effect; on the % scale 0 is the no-effect control and ±100 the full control effect
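Fluorescent replication assay: 50 nM final substrate added after a 15 min room-temperature compound preincubation with 10 nM enzyme. Signal taken at 0 min and again at 10 min.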
PI4K2A block: blocks human PI4K2A kinase activity; 420,000 tested, 0.13% active; purified PI4K2A, ADP-Glo luminescence, 1 h; hits give low values; Q9BTU6; AID 1346378; activity change, negative = inhibition, % at 76.9 µM; in the data active means activity change below about -50%; inconclusive means mostly about -30% to -49%;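 further: -100% = wells without enzyme as full effect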
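Compounds are screened against recombinant PI4K2A using PI as substrate and ATP, the latter dispensed at 300 microM. Reactions run one hour at ambient temperature before ADP-Glo detection; full inhibition defined by wells lacking enzyme.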
GLS inh: blocks human kidney-isoform glutaminase activity; Potency, µM (doses to about 45.5 µM), inactives show top-dose activity change, negative = inhibition, hits mostly inhibitors; O94925; GLS enzymatic activity, qHTS titration; AID 624170; 410,000 tested, 0.21% active; further: potency means the concentration at half of the fitted maximal effect; on the % scale 0 is the no-effect control and ±100 the full control effect
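hKGA in 45 mM KH2PO4 (pH 8.2), 0.02% Tween-20 with compound, then 1mM L-Glutamine (stock as added) plus glutamate oxidase/HRP/Amplex red coupling mix. Fluorescence read initially and after 30 min at RT; signal change reflects glutamate formation.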
HP1b binding inh: inhibitors of HP1-beta chromodomain binding to methylated histone tails | P83916 | AlphaScreen HP1-beta / biotin-H3K9me3 peptide binding | Potency, µM (series often up to 114 µM), for inactives: top-dose activity change, negative = inhibition, actives largely listed as inhibitors | 390,000 tested, 0.56% active | AID 540317; further: potency means the concentration at half of the fitted maximal effect; nearly all actives have a fitted effect of over 70% in size; inactives centre near 23
Target sequence (P83916 whole entry, looked up): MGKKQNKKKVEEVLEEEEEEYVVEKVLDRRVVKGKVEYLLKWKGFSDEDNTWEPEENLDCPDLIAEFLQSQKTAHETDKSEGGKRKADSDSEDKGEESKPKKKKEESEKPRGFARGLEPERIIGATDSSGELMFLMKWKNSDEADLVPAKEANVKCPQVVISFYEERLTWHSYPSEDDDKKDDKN
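HP1-beta protein (50 nM final) preincubated 30 min at room temperature with biotinylated H3(1-18)K9me3 peptide (50 nM) in PBS pH 7.4, 0.01% Tween-20, then compound added for 30 min. AlphaScreen streptavidin donor/nickel chelate acceptor beads (10 ug/mL final), 30 min dark, luminescence read.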
BAZ2B block: BAZ2B (human) inhibition; 360,000 tested, 4.4% active; AlphaScreen BAZ2B-H3K14Ac peptide displacement; Q9UIF8; Potency, µM (top dose mostly 114 µM), without a hit: at the top dose activity change, negative = inhibition, actives largely listed as inhibitors; further: potency means the concentration at half of the fitted maximal effect; on the % scale 0 is the no-effect control and ±100 the full control effect; nearly all actives have a fitted effect of over 60% in size
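AlphaScreen displacement of biotin-H3(5-23)K14Ac peptide (50 nM final) from BAZ2B (50 nM final) in PBS pH 7.4, 0.01% Tween-20; complex preformed 30 min RT, then compounds (top 110 uM) 30 min RT, beads 20 min dark.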
PGK inhibitor: T. brucei PGK inhibition. P07378. PGK/GAPDH coupled, Kinase-Glo luminescence, 60 min. Potency, µM (titrated, usually from 57.5 µM), for the others: at the highest dose activity change, negative = inhibition, actives largely listed as inhibitors. 380,000 tested, 0.043% active. AID 602233; further: potency means the concentration at half of the fitted maximal effect; on the % scale 0 is the no-effect control and ±100 the full control effect; nearly all actives have a fitted effect of over 60% in size
Target sequence (P07378 whole entry, looked up): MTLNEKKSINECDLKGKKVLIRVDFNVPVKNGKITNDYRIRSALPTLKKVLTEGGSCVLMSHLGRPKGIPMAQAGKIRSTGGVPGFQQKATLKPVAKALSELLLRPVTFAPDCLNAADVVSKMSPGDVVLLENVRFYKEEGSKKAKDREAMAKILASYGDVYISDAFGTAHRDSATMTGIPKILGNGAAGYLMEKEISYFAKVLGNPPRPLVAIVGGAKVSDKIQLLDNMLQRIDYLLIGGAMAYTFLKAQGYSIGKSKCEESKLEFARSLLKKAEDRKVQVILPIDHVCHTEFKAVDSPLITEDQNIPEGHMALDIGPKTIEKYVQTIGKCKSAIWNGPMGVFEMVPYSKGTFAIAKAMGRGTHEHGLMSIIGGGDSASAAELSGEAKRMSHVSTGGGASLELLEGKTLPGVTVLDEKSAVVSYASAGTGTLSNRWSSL
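Recombinant glycosomal PGK reaction used 1,3-bisphosphoglycerate generated in-well by GAPDH (100nM final) in 100mM TEA pH 7.6, 5mM MgCl2, 0.01% Tween-20. After 60 minutes at room temperature, ATP was read by Kinase-Glo Plus luminescence end-point.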
JMJD2A Tudor inh: JMJD2A Tudor domain (human) inhibition; O75164; AlphaScreen JMJD2A-Tudor / H3K4me3 peptide binding; Potency, µM (doses to about 114 µM), for the others: at the highest dose activity change, negative = inhibition, most hits filed as inhibitors; 390,000 tested, 4.4% active; further: potency means the concentration at half of the fitted maximal effect; on the % scale 0 is the no-effect control and ±100 the full control effect; nearly all actives have a fitted effect of over 50% in size
Numbers without * were called inactive; i = inactive; ? = inconclusive; . = no result given; [ ] = remark or other dose. Unless noted, the call rests on the fitted dose curve; in most records, active means well fitted curve in the direction sought with a large enough effect; inconclusive means small, poorly fitted or top-dose-only effect, or another doubt; inactive means no such curve, though single readings can be large; an effect the other way counts as inactive or inconclusive. These rows are one share of the data; the hit share may differ from the screen's.

SMILES	G9a block	Pin1 inh	POLH inh	PI4K2A block	GLS inh	HP1b binding inh	BAZ2B block	PGK inhibitor	JMJD2A Tudor inh
C=CCNC(=O)NC(=O)COC(=O)/C(C#N)=C/c1ccc(OC)cc1	5%	1%	-12%	-1	-17%	20%	-9%	-1%	4%
CCN1C[C@@H]2[C@@H]3C(=O)N(C)C(=O)[C@@H]3[C@](C)(C1=O)N2C(=O)c1ccc(C(F)(F)F)cc1	.	-5%	-17%	2	-9%	60%[activator]	.	-4%	0%
Cc1ccc2c(c1)-c1c(cnn1CC(=O)N1CCN(c3cc(Cl)ccc3C)CC1)CO2	-4%[59 µM]	2%	-3%	-4	1%	6%	3%	-10%	-17%
CCCCC(=O)Nc1cccc(NC(=O)c2ccccc2Br)c1	1%	-1%	3%	-1	1%	21%	9%	-7%	-3%
O=C(CSCc1ccc(Cl)cc1)Nc1ccccc1C(=O)N1CCOCC1	12%	0%	-14%	-14	4%	7%	8%	0%	-12%
Cc1ccc(CSCCNC(=O)CN(c2cccc([N+](=O)[O-])c2)S(C)(=O)=O)cc1	-37%	-4%	-13%	-3	1%	0%	-29%	i	?
O=C(C(Cc1ccccc1)n1cccc1)N1CCN(Cc2ccccc2)CC1 (stereo not given)	32µM*	19%	-16%	-2	-10%	1%	50µM*	i	?
CC1=C(C(=O)Nc2ccccc2)C(c2cccnc2)n2nc(SCc3ccccc3F)nc2N1 (stereo not given)	-21%[59 µM]	4%	9%	0	-3%	10%	-1%	-4%	-9%
Cc1ccc(N(Cc2ccc(C(=O)Nc3ccccc3C(=O)NCc3ccco3)cc2)S(C)(=O)=O)cc1C	-43%[59 µM]	13%	4%	0	-1%	1%	-2%	-3%	-19%
Cc1oc(-c2cccc(Cl)c2)nc1CN1CCC(C(=O)NCCCN2CCN(c3ccccc3F)CC2)CC1	-24%[59 µM]	-5%	-10%	6	6%	26%	?	i	-25%
C=CC[C@@H](CC(=O)NCCO)C(=O)N[C@@H](C)COC(=O)[C@@H](CC=C)Cc1ccc(F)cc1	.	-8%	-19%	-4	-1%	-3%	.	-10%	-18%
Cc1cc(C)cc(N(C(=O)c2csnn2)C(C(=O)NC2CCCCC2)c2ccccn2)c1 (stereo not given)	-14%	1%	-23%	4	-5%	26%	-18%	i	-13%
COCCNC(=O)c1cccc(OC2CCN(Cc3ccc(C(=O)OC)cc3)CC2)c1	-11%	-1%	-16%	5	-2%	59%[activator]	8%	-2%	-22%
O=[N+]([O-])c1ccc(NC(=S)NCc2ccc(F)cc2)cc1	.	?	-6%	2	18%	-17%	?	8%	?
CCCOc1ccc(C(=O)N(Cc2ccc(N(C)C)cc2)CC2CCCO2)cc1 (stereo not given)	11µM*	?	-17%	2	14%	?	40µM*	6%	40µM*

Later entries:
SMILES	G9a block	Pin1 inh	POLH inh	PI4K2A block	GLS inh	HP1b binding inh	BAZ2B block	PGK inhibitor	JMJD2A Tudor inh
CCOC(=O)C1CCCN(C(=O)CS(=O)(=O)Cc2ccccc2)C1 (stereo not given)	-6%[59 µM]	-2%	-14%	-1	-10%	52%[activator]	11%	-11%	5%
CC12CN(NC(=O)c3ccc(Cl)cc3)C3(C#N)CC1CCC23C (stereo not given)	-10%[12.7 µM]	2%	2%	-4	-8%	16%	-11%	-7%	-14%
Cc1cccc(Cn2c(=O)n(CC3CCC(C(=O)N4CCC(C)CC4)CC3)c(=O)c3sccc32)c1 (stereo not given)	-5%[59 µM]	-2%	-12%	0	-1%	-2%	-17%	i	-23%
COc1ccc2c(CNC3CCCCCC3)c(C(=O)O)n(Cc3ccccc3F)c2c1	-38%[59 µM]	21%	1%	1	-2%	-1%	-22%	-8%	-15%
CCOc1ccc(C)cc1S(=O)(=O)N1CCCCC1	7%[59 µM]	-4%	-19%	0	1%	44%	11%	i	5%
CC[C@@H]1C(c2ccc(F)cc2)=NN(c2ccc(Br)cc2)[C@H]1C(=O)N1CCOC1=O	109%[activator][59 µM]	5%	-20%	-2	2%	118%[activator]	.	-9%	33%
S=C1Nc2cc(Cl)ccc2Sc2ccccc21	-6%[59 µM]	-8%	-12%	-1	-3%	7%	-8%	1%	-8%
CC(C)(C)C(=O)CN1CCN(S(=O)(=O)c2ccc(F)cc2)CC1	?	-4%	-24%	-14	1%	42%	-4%	1%	-4%
O=C(CC(NC(=O)OCc1ccccc1)C(=O)O)OCc1ccccc1 (stereo not given)	2%[59 µM]	0%	-11%	-2	5%	52%[activator]	-25%	-1%	-3%
O=C(Cc1cccs1)Nc1ccc(C(=O)O)cc1	-13%	6%	?	-20	3%	57%[activator]	66%[activator]	-4%	-10%
CC[C@]12C(=O)N(C)C[C@H]([C@@H]3C(=O)N(C)C(=O)[C@@H]31)N2C(=O)c1ccc(C)cc1	.	-6%	?	6	1%	31%[activator]	.	-3%	-17%
COc1cccc(C(=O)Nc2ccc(C(=O)c3ccncc3)cc2)c1	-1%	0%	-19%	3	8%	-6%	-19%	-2%	-25%
CCCn1c(NCc2ccccc2NS(=O)(=O)c2ccc(C)cc2)nc2ccccc21	23%	4%	-15%	0	1%	46%[activator]	0%	-2%	-32%[57.1 µM]
COc1ccc(NC(=O)NC2CCCCCCC2)c(OC)c1	?	-6%	-15%	-2	6%	13%	-28%	-9%	-24%
COc1ccccc1NS(=O)(=O)c1ccc(C(=O)NCc2ccncc2)cc1	12%[0.501 µM]	-3%	-11%	1	16%	24%	7%	-6%	6%

Retrieved one by one from above (two):
SMILES	G9a block	Pin1 inh	POLH inh	PI4K2A block	GLS inh	HP1b binding inh	BAZ2B block	PGK inhibitor	JMJD2A Tudor inh
Cc1cccc(Cn2c(=O)n(CC3CCC(C(=O)N4CCC(C)CC4)CC3)c(=O)c3sccc32)c1 (stereo not given)	-5%[59 µM]	-2%	-12%	0	-1%	-2%	-17%	i	-23%
Cc1ccc(CSCCNC(=O)CN(c2cccc([N+](=O)[O-])c2)S(C)(=O)=O)cc1	-37%	-4%	-13%	-3	1%	0%	-29%	i	?

Continuation:
SMILES	G9a block	Pin1 inh	POLH inh	PI4K2A block	GLS inh	HP1b binding inh	BAZ2B block	PGK inhibitor	JMJD2A Tudor inh
COc1cc(NC(=S)N2CCN(CCO)CC2)c(OC)cc1Cl	0%	8%	-10%	2	-3%	42%[activator]	-7%	0%	-1%
CCC1CCC(C(=O)NNC(=O)OC)CC1 (stereo not given)	7%	-1%	-6%	4	1%	23%	5%	i	-7%
CCOC(=O)COc1ncn(-c2ccccc2)n1	0%[59 µM]	-11%	-1%	-4	-2%	4%	6%	i	-10%
COc1ccc(NC2=C(NC(C)=O)C(=O)c3ccccc3C2=O)cc1	?	-9%	-7%	-1	-7%	?	?	-13%	-21%
OCCc1ccc(O)c(-n2nc3ccccc3n2)c1	13%	-6%	-8%	0	26%	9%	-9%	6%	-6%
CC(=O)NCCCC(=O)NNC1CC(=O)N(c2cccc(Cl)c2)C1=O (stereo not given)	5.6µM*	-2%	3%	0	7%	-24%	-5%	12%	-16%
Cc1cc(C)cc(OCC(=O)Nc2ccc(-c3nc4ccccc4s3)cc2)c1	-6%[59 µM]	-1%	5%	1	0%	16%	-3%	6%	-10%
CCOC(=O)N1CCN(C(=O)CSc2nc3nc(C)cc(C)n3n2)CC1	.	-4%	-15%	-4	1%	38%	.	-4%	-3%
O=C1CSC(c2ccccc2F)N1c1ccccc1 (stereo not given)	27%[59 µM]	-1%	-9%	4	2%	12%	9%	5%	0%
CC(C)=CC1C(C(=O)NCCc2ccccc2)C1(C)C (stereo not given)	.	-1%	-23%	0	0%	45%[activator]	.	1%	12%
CC(C)C(=O)c1cc2c(cc1NC(=O)c1ccccc1F)OCCO2	22%[59 µM]	8%	-18%	-8	8%	126%[activator]	44%[activator]	-9%	30%
CCCSC1=C(C#N)C(c2ccc(O)c(OC)c2)CC(=O)N1 (stereo not given)	50µM*	0%	-16%	9	-9%	35%	10%	-5%	-6%
Cc1nn(C2CCS(=O)(=O)C2)c(Cl)c1/C=C/C(=O)OCC(=O)c1c[nH]c2ccccc12 (stereo not given)	-5%[59 µM]	21%	1%	-2	4%	20%	-2%	-5%	-20%
COc1ccc(/C=C/c2cc(-c3ccc(C)cc3)o[n+]2C)cc1	5%	13%	-2%	-10	6%	17%	-1%[57.1 µM]	-4%	-15%
COc1ccc2oc(=O)c(-c3nc(C)cs3)cc2c1	-76%[59 µM]	4%	-14%	-24	1%	23%	-14%	-16%	-13%

New compounds follow.
SMILES	G9a block	Pin1 inh	POLH inh	PI4K2A block	GLS inh	HP1b binding inh	BAZ2B block	PGK inhibitor	JMJD2A Tudor inh
CCCCNS(=O)(=O)c1ccc2nc(SCC(=O)Nc3cc(C)cc(C)c3)[nH]c2c1	0%[59 µM]	?	-20%	-6	11%	16%	-5%	1%	-35%
COc1ccc(-n2nnnc2SCC(=O)Nc2ccccc2F)cc1	0%[0.501 µM]	-4%	6%	2	2%	39%	-17%	0%	-14%
O=C(C(NS(=O)(=O)c1cccs1)c1ccccc1)N1CCN(c2ccccc2)CC1 (stereo not given)	45µM*	?	0%	2	23%	4%	?	-2%	?
CC1CC(C)CN(C(=O)COC(=O)c2c[nH]c3ccccc23)C1 (stereo not given)	-8%[0.501 µM]	1%	-15%	-2	6%	24%	3%	3%	-20%
CC(=O)N1CCN(CC(O)COc2ccc(Br)cc2)CC1 (stereo not given)	8.9µM*	-2%	-22%	1	0%	?	56µM*	-9%	18µM*
C/C(=N/NC(=O)c1ccncc1)C1=C(O)CC(C)(C)CC1=O	7%	-2%	-11%	-9	-2%	19%	-5%	-2%	-21%
